APOBEC3G inh: APOBEC3G DNA deaminase inhibitors, primary screen, biochemical, fluorescence, single-stranded DNA substrate, uHTS. DNA dC->dU-editing enzyme APOBEC-3G (Homo sapiens), Q9HC16. recombinant A3G, ssDNA deamination FAM/TAMRA fluorescence. inhibition, % at 20 µM. actives 0.28% (n = 330,000). AID 493012, 2011;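 active means inhibition of at least 40% at 20 µM, with no more than 30% in the related APOBEC3A deaminase screen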;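 further: plate controls were DMSO wells with A3G for no effect and wells lacking A3G enzyme for full effect; some compounds called inactive have numbers as strong as hits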
Target sequence (Q9HC16 whole entry, looked up): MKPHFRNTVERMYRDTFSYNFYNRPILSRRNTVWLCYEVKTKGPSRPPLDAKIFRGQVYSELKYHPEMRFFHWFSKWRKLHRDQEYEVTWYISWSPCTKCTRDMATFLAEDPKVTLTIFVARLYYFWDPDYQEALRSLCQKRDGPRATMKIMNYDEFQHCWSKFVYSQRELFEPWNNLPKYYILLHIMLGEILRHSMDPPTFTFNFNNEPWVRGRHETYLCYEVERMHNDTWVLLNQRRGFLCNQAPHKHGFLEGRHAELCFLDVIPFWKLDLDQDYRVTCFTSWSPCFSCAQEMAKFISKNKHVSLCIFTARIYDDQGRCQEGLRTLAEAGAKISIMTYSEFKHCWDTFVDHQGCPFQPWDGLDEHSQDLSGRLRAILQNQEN
SENP6 inh: SENP6 protease inhibitors, primary screen, biochemical, luminescence, uHTS; Sentrin-specific protease 6 (Homo sapiens), Q9GZR1; Recombinant SENP6 catalytic domain, aminoluciferin luminescence; inhibition, % at 10 µM; actives 1.8% (n = 330,000); AID 2599, 2010;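 active means inhibition above about 50% at the single tested dose, limit read from the data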;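 further: plate controls were DMSO wells with enzyme for no effect and DMSO wells lacking enzyme for full effect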
Target sequence (Q9GZR1 628-1112 limits assumed): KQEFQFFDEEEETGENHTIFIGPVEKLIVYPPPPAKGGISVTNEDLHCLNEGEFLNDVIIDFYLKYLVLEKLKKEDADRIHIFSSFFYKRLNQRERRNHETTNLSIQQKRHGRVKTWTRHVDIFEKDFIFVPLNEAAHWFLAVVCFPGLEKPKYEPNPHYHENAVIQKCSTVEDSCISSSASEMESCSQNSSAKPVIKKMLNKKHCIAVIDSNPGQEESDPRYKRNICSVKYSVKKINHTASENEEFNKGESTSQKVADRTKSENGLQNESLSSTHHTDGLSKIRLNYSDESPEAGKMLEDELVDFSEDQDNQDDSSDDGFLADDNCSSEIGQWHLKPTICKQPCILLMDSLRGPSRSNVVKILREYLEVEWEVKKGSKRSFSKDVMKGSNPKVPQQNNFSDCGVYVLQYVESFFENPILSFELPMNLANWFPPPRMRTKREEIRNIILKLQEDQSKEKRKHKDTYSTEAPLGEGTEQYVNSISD
SENP1 inh: human SENP1 catalytic domain inhibitors, primary screen, biochemical, FRET, uHTS; recombinant SENP1 catalytic domain, CyPet-SUMO1-YPet FRET cleavage; Sentrin-specific protease 1 (Homo sapiens), Q9P0U3; inhibition, % at 10 µM; actives 0.21% (n = 360,000);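 active means inhibition at least 30% at 10 µM, raw YFP signal under a set limit, fluorescence ratio 0.5 to 1.5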;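 further: 0% = enzyme with DMSO and 100% = no enzyme wells; some results filed as inactive read as strong as hits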
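Test system: hSENP1 catalytic domain, recombinant; Amount: 20 pM final SENP1 enzyme; Medium: Tris pH 8 buffer plus EDTA, NaCl, BME, BSA, NP40, catalase; Schedule: 50 min enzyme reaction, room temperature, light-protected; Technique: FRET fluorescence in CFP and YFP emission channels; Controls: no-enzyme wells low, DMSO-plus-enzyme wells high control.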
SENP7 inh: SENP7 protease inhibitors, primary screen, biochemical, luminescence, uHTS; recombinant SENP7, Z-RLRGG-aminoluciferin luminescence, 40 min; inhibition, % at 5 µM; actives 1.5% (n = 330,000); AID 434973, 2010;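 active means inhibition above about 50% at the single test dose, limit read from the data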;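 further: plate controls were DMSO with enzyme for no effect and no enzyme buffer wells for full effect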
SENP8 block-1: human SENP8 protease inhibitors, primary screen, biochemical, fluorescence, Nedd8 protein substrate, uHTS. recombinant SENP8. inhibition, % at 20 µM. actives 0.64% (n = 360,000). AID 602440, 2012; in the data active means inhibition mostly above about 40%, no sharp cut-off; inactive means mostly below about 27%
UBC13 polyUb: UBC13 polyubiquitin chain formation inhibitors, primary screen, biochemical, TR-FRET, uHTS. Ubiquitin-conjugating enzyme E2 N (Homo sapiens), P61088. inhibition, % at 20 µM. actives 0.47% (n = 330,000); in the data active means inhibition above about 45%, passing the limit was not always enough
Target sequence (P61088 whole entry, looked up): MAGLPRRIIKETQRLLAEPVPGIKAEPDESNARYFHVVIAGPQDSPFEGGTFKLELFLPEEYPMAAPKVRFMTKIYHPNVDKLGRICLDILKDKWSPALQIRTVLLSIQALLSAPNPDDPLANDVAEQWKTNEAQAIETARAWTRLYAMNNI
Apaf-1 inh: inhibitors of human Apaf-1 apoptosome, primary screen, biochemical, DEVD-Rh110 fluorescence, uHTS; reconstituted apoptosome caspase-3 activity; inhibition, % at 20 µM; actives 0.71% (n = 330,000); active means inhibition of at least 40% at 20 µM;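 further: plate controls were DMSO wells for no effect and DEVD-CHO caspase inhibitor wells for full effect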
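System: reconstituted apoptosome with Apaf-1, cytochrome c, caspase-9, procaspase-3, dATP; Signal: Rh110 fluorescence intensity; Schedule: 30 min compound preincubation, 50 min activation, room temperature; Reagent: cytochrome c trigger plus (Z-DEVD)2-Rh110 caspase-3 substrate.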
SENP8 block-2: SENP8 protease inhibitors, primary screen, biochemical, luminescence. Sentrin-specific protease 8 (Homo sapiens), Q96LD8. AID 2540, 2010. actives 1.2% (n = 330,000). purified SENP8, Z-RLRGG-aminoluciferin cleavage. inhibition, % at 10 µM; in the data active means inhibition above about 50%
An asterisk follows results filed as active.

Screening CCC(CC)C(=O)N=C1SC2CS(=O)(=O)CC2N1CCc1ccc(OC)cc1 (configuration not stated) returned APOBEC3G inh -2, SENP6 inh -1, SENP1 inh 2, SENP7 inh -3, SENP8 block-1 11, UBC13 polyUb 2, Apaf-1 inh 2 and SENP8 block-2 7.
`COc1ccc(/C=N\Nc2ccc([N+](=O)[O-])cc2)c(C(=O)O)c1OC` gave APOBEC3G inh -3, SENP6 inh 1, SENP1 inh -36, SENP7 inh 1, SENP8 block-1 -2, UBC13 polyUb -78, Apaf-1 inh -14 and SENP8 block-2 -1.
For Cc1ccc(NC(=O)CN(C)C(=O)c2cccc(S(=O)(=O)NCc3ccco3)c2)cc1 the results were APOBEC3G inh 4, SENP6 inh 8, SENP1 inh 1, SENP7 inh 5, SENP8 block-1 10, UBC13 polyUb -2, Apaf-1 inh -7 and SENP8 block-2 3.
For CC(C)Nc1cc(C(F)(F)F)nc(-c2ccccn2)n1 the results were APOBEC3G inh -5, SENP6 inh -2, SENP1 inh 2, SENP7 inh -4, SENP8 block-1 -36, UBC13 polyUb -14, Apaf-1 inh 4 and SENP8 block-2 -8.
`CC(C)(C)OC(=O)NCCCC[C@H](NC(=O)c1nc[nH]c1C(=O)N1CCN(c2ccccc2)CC1)C(=O)OC(C)(C)C` gave APOBEC3G inh -7, SENP6 inh -20, SENP1 inh -18, SENP7 inh 11, SENP8 block-1 18, UBC13 polyUb -18, Apaf-1 inh 26 and SENP8 block-2 -11.
For CCOc1ncccc1C(=O)OCC(=O)Nc1cc(S(=O)(=O)N2CCOCC2)ccc1C the results were APOBEC3G inh -8, SENP6 inh -13, SENP1 inh -1, SENP7 inh -2, SENP8 block-1 1, UBC13 polyUb -6, Apaf-1 inh 5 and SENP8 block-2 -14.
Screening Cc1nn(C(C)C(=O)NCc2ccco2)c(C)c1[N+](=O)[O-] (configuration not stated) returned APOBEC3G inh -3, SENP6 inh -2, SENP1 inh 0, SENP7 inh 6, SENP8 block-1 17, UBC13 polyUb -1, Apaf-1 inh -12 and SENP8 block-2 -2.
`COc1ccc(C(=O)OCC(=O)NCCc2ccc(F)cc2)cc1S(=O)(=O)N1CCOCC1` gave APOBEC3G inh -1, SENP6 inh -6, SENP1 inh 0, SENP7 inh -6, SENP8 block-1 10, UBC13 polyUb -4, Apaf-1 inh -8 and SENP8 block-2 14.
For Nc1nc(SCC(=O)N2CCCc3ccccc32)n(-c2ccccc2)n1 the results were APOBEC3G inh -3, SENP6 inh 6, SENP1 inh 2, SENP7 inh 6, SENP8 block-1 8, UBC13 polyUb 2, Apaf-1 inh 4 and SENP8 block-2 5.
`c1ccc(CCc2nn3c(-c4ccncc4)nnc3s2)cc1` gave APOBEC3G inh 17, SENP6 inh 8, SENP1 inh 0, SENP7 inh 5, SENP8 block-1 13, UBC13 polyUb 3, Apaf-1 inh 16 and SENP8 block-2 -10.
Screening CCN(CC(=O)Nc1c(F)cccc1F)C(=O)Cc1ccsc1 returned APOBEC3G inh -6, SENP6 inh -6, SENP1 inh -5, SENP7 inh -5, SENP8 block-1 -9, UBC13 polyUb 33, Apaf-1 inh 52* and SENP8 block-2 -12.
For Brc1ccccc1-c1cnco1 the results were APOBEC3G inh -6, SENP6 inh 3, SENP1 inh 2, SENP7 inh 4, SENP8 block-1 11, UBC13 polyUb -3, Apaf-1 inh -18 and SENP8 block-2 4.
Screening NC(=O)c1c(NC(=O)CN2C(=O)NC(Cc3ccccc3)C2=O)sc2c1CCC2 (configuration not stated) returned APOBEC3G inh 18, SENP6 inh 5, SENP1 inh -19, SENP7 inh 10, SENP8 block-1 -126, UBC13 polyUb 6, Apaf-1 inh 6 and SENP8 block-2 -6.
For CC1CC1c1ccc(/C=C(\C#N)C(=O)Nc2ccccc2Cl)o1 (configuration not stated) the results were APOBEC3G inh -3, SENP6 inh 9, SENP1 inh -35, SENP7 inh 3, SENP8 block-1 -77, UBC13 polyUb -1, Apaf-1 inh 14 and SENP8 block-2 -1.
CCOC(=O)C(=O)N1CCN(CC)CC1 was read as APOBEC3G inh 1, SENP6 inh 15, SENP1 inh 0, SENP7 inh 8, SENP8 block-1 11, UBC13 polyUb 7, Apaf-1 inh 8 and SENP8 block-2 11.

Next part, overlapping the part above by three compounds.
Screening NC(=O)c1c(NC(=O)CN2C(=O)NC(Cc3ccccc3)C2=O)sc2c1CCC2 (configuration not stated) returned APOBEC3G inh 18, SENP6 inh 5, SENP1 inh -19, SENP7 inh 10, SENP8 block-1 -126, UBC13 polyUb 6, Apaf-1 inh 6 and SENP8 block-2 -6.
For CC1CC1c1ccc(/C=C(\C#N)C(=O)Nc2ccccc2Cl)o1 (configuration not stated) the results were APOBEC3G inh -3, SENP6 inh 9, SENP1 inh -35, SENP7 inh 3, SENP8 block-1 -77, UBC13 polyUb -1, Apaf-1 inh 14 and SENP8 block-2 -1.
CCOC(=O)C(=O)N1CCN(CC)CC1 was read as APOBEC3G inh 1, SENP6 inh 15, SENP1 inh 0, SENP7 inh 8, SENP8 block-1 11, UBC13 polyUb 7, Apaf-1 inh 8 and SENP8 block-2 11.
For CCCC1=C(C(=O)OCC)C(c2cc(Cl)cc(OC)c2OCC(=O)OCC)NC(=O)N1 (configuration not stated) the results were APOBEC3G inh -5, SENP6 inh -15, SENP1 inh 1, SENP7 inh -5, SENP8 block-1 9, UBC13 polyUb 7, Apaf-1 inh 22 and SENP8 block-2 -9.
Screening O=C(NC(Nc1nc2ccc([N+](=O)[O-])cc2s1)(C(F)(F)F)C(F)(F)F)c1ccccc1 returned APOBEC3G inh -6, SENP6 inh -2, SENP1 inh -40, SENP7 inh 3, SENP8 block-1 16, UBC13 polyUb -6, Apaf-1 inh 3 and SENP8 block-2 -1.
`Cc1ccc(N=C/C(C(=O)C(F)(F)F)=C(\O)c2ccco2)cc1Cl` gave APOBEC3G inh -5, SENP6 inh 68*, SENP1 inh -22, SENP7 inh 59*, SENP8 block-1 -246, UBC13 polyUb -2, Apaf-1 inh 0 and SENP8 block-2 37.
For O=C(CNC(=O)c1ccc2c(c1)OCCO2)N/N=C/c1ccc(Cl)cc1 the results were APOBEC3G inh -6, SENP6 inh -6, SENP1 inh -1, SENP7 inh -2, SENP8 block-1 6, UBC13 polyUb 7, Apaf-1 inh 1 and SENP8 block-2 -3.
`Cc1c(NC(=O)COC(=O)Cc2ccc(F)cc2)c(=O)n(-c2ccccc2)n1C` gave APOBEC3G inh -11, SENP6 inh -11, SENP1 inh 3, SENP7 inh -1, SENP8 block-1 17, UBC13 polyUb -2, Apaf-1 inh -1 and SENP8 block-2 0.
For O=S(=O)(c1cnccc1N1CCN(/N=C/c2ccccc2)CC1)N1CCCCC1 the results were APOBEC3G inh 0, SENP6 inh -2, SENP1 inh 2, SENP7 inh -6, SENP8 block-1 15, UBC13 polyUb 3, Apaf-1 inh 4 and SENP8 block-2 -3.
`FC(F)(F)c1cccnc1Oc1ccc(C2=NCCS2)cc1` gave APOBEC3G inh -8, SENP6 inh -23, SENP1 inh 2, SENP7 inh -7, SENP8 block-1 25, UBC13 polyUb 4, Apaf-1 inh -4 and SENP8 block-2 -4.
For Cc1csc(CN(C)C(=O)C2CCC(=O)N(Cc3ccc(Cl)cc3)C2)n1 (configuration not stated) the results were APOBEC3G inh -6, SENP6 inh -13, SENP1 inh 2, SENP7 inh 0, SENP8 block-1 10, UBC13 polyUb 4, Apaf-1 inh -4 and SENP8 block-2 -2.
For O=C(O)c1cn(-c2ccccc2)nc1-c1ccc(F)cc1 the results were APOBEC3G inh -3, SENP6 inh -4, SENP1 inh 1, SENP7 inh 1, SENP8 block-1 2, UBC13 polyUb 1, Apaf-1 inh -3 and SENP8 block-2 3.
Screening NS(=O)(=O)c1ccc(Nc2nc(-c3ccc4ccccc4c3)cs2)cc1 returned APOBEC3G inh -4, SENP6 inh 3, SENP1 inh -5, SENP7 inh 7, SENP8 block-1 -107, UBC13 polyUb 26, Apaf-1 inh 4 and SENP8 block-2 -4.
For COc1cc(C(=S)N2CCCC2)ccc1OCC(N)=O the results were APOBEC3G inh -6, SENP6 inh 13, SENP1 inh 3, SENP7 inh 1, SENP8 block-1 12, UBC13 polyUb 1, Apaf-1 inh -11 and SENP8 block-2 5.
`Cc1ccc(Nc2nc(C(=O)N3CCC(C(=O)N4CCN(C)CC4)CC3)cs2)cc1` gave APOBEC3G inh -6, SENP6 inh 1, SENP1 inh 3, SENP7 inh 2, SENP8 block-1 15, UBC13 polyUb 6, Apaf-1 inh -1 and SENP8 block-2 4.
For COc1cccc2cc(C(=O)C3=C(O)C(=O)N(CCN4CCOCC4)C3c3ccc(C(C)(C)C)cc3)oc12 (configuration not stated) the results were APOBEC3G inh -9, SENP6 inh -10, SENP1 inh -10, SENP7 inh 9, SENP8 block-1 -16, UBC13 polyUb -12, Apaf-1 inh 15 and SENP8 block-2 0.
`CC1CN(c2nc3ccccc3nc2SCC(=O)Nc2cccc(C(F)(F)F)c2)CC(C)O1` (configuration not stated) gave APOBEC3G inh -4, SENP6 inh -16, SENP1 inh -4, SENP7 inh 7, SENP8 block-1 -130, UBC13 polyUb 18, Apaf-1 inh 4 and SENP8 block-2 -13.
Screening S=c1[nH]nc(C2COc3ccccc3O2)o1 (configuration not stated) returned APOBEC3G inh -5, SENP6 inh 5, SENP1 inh 1, SENP7 inh 10, SENP8 block-1 29, UBC13 polyUb 0, Apaf-1 inh 1 and SENP8 block-2 -2.
For COc1ccccc1CN(C)C(=O)c1cccc(S(=O)(=O)N2CCCC2)c1 the results were APOBEC3G inh 2, SENP6 inh -7, SENP1 inh 1, SENP7 inh 7, SENP8 block-1 4, UBC13 polyUb 8, Apaf-1 inh 1 and SENP8 block-2 -3.
`CC1CC2=C(C(=O)O1)C(C)Nc1ccccc1N2` (configuration not stated) gave APOBEC3G inh -5, SENP6 inh 12, SENP1 inh 0, SENP7 inh 0, SENP8 block-1 22, UBC13 polyUb -5, Apaf-1 inh -2 and SENP8 block-2 5.
For CCOC(=O)c1c(C)[nH]c(C)c1C(=O)COC(=O)c1ccc(OC)c(OC)c1 the results were APOBEC3G inh -7, SENP6 inh -11, SENP1 inh -3, SENP7 inh -3, SENP8 block-1 9, UBC13 polyUb 9, Apaf-1 inh 3 and SENP8 block-2 7.
CCN(CC)CCCN1CC(O)=C(c2nc3ccccc3s2)C1=N was read as APOBEC3G inh -2, SENP6 inh -6, SENP1 inh -4, SENP7 inh -19, SENP8 block-1 -87, UBC13 polyUb 4, Apaf-1 inh 12 and SENP8 block-2 -6.
O=C1c2ccccc2C(=O)N1CCc1csc(-c2ccc(F)cc2)n1 was read as APOBEC3G inh -13, SENP6 inh -10, SENP1 inh 1, SENP7 inh 7, SENP8 block-1 2, UBC13 polyUb 1, Apaf-1 inh 4 and SENP8 block-2 -2.
Screening COc1ccc(/C=C(\NC(=O)c2ccccc2)C(=O)NCCN2CCOCC2)cc1 returned APOBEC3G inh 2, SENP6 inh 3, SENP1 inh -2, SENP7 inh -5, SENP8 block-1 10, UBC13 polyUb -7, Apaf-1 inh -9 and SENP8 block-2 -6.

Bioassay records as filed in PubChem BioAssay.
